# Compound activity from PubChem.
# MsrA inh: inhibits bovine methionine sulfoxide reductase A; purified bovine MsrA, absorbance read-out; inhibition, % at 15.5 µM; hit rate 0.75% among 360,000; in the data active = inhibition above about 4.5%;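 note: 0% = vehicle wells with enzyme and 100% = reference inhibitor wells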
# NRP1-CendR mod: alters CendR peptide binding to human NRP-1 | O14786 | FAM-RPARPAR peptide binding to NRP-1, fluorescence polarization | inhibition, % at 25 µM | hit rate 0.85% among 360,000;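 active = inhibition or corrected inhibition above about 18%, plus a signal ratio from 0.5 to 1.5, limit read from the data, passing the limit was not always enough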; note: strong numbers were not always called active
# LMPTP inh: blocks human LMPTP phosphatase | inhibition, % at 20 µM | recombinant LMPTP-A, OMFP fluorogenic substrate, fluorescence intensity | hit rate 0.22% among 360,000 | AID 651560 | P24666;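 active = compounds that cut the enzyme signal by at least half of the control window in the single-dose screen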;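 note: plate controls were DMSO wells with enzyme plus substrate for no effect and substrate without enzyme for full effect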
# Target sequence (P24666 whole entry, looked up): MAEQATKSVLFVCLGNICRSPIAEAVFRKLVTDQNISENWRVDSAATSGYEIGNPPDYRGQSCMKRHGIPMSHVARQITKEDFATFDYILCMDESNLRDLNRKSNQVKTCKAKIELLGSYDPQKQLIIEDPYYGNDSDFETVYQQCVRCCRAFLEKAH
#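 material = LMPTP-A | quantity = 0.625 nM enzyme | reagent = OMFP substrate, 400 µM final | buffer or medium = Bis-Tris pH 6.0, DTT, detergent | detection = endpoint fluorescence intensity from OMFP dephosphorylation | dosing = single 20 µM dose | read-out basis = % inhibition relative to no-enzyme and uninhibited control wells | control set = no-enzyme and uninhibited controls | timing = 50 min at room temperature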
# eLon inh: E. coli protease La inhibition; hit rate 0.42% among 360,000; AID 602123; purified E. coli Lon protease, fluorescence polarization; inhibition, % at 7.94 µM; P0A9M0; in the data active = inhibition above about 13%, passing the limit was not always enough;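 note: 0% = enzyme with probe and DMSO and 100% = no enzyme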
# SUMO1-SIM PPI: SUMO1-SIM interaction modulation | hit rate 0.33% among 360,000 | SUMO1 binding to a labelled peptide, TR-FRET, 1 h | inhibition, % at 20 µM; in the data active = inhibition above about 37%
# Target sequence (P63165 whole entry, looked up): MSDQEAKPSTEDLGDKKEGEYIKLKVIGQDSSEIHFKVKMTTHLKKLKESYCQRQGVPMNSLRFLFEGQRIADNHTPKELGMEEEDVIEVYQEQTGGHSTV
# DNMT1 inh: DNMT1 (human) enzyme inhibition; hit rate 0.83% among 360,000; AID 588458; DNMT1 molecular beacon, Hinp1I cleavage, fluorescence; inhibition (reported as % activation of signal), % at 10 µM; P26358; in the data active = inhibition above about 50%
# Scp-1 inhibitor: blocks human Scp-1 phosphatase activity; AID 493091; hit rate 0.88% among 340,000; Recombinant Scp1, phosphopeptide, malachite green phosphate absorbance; inhibition, % at 20 µM; Q9GZU7;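 active = inhibition above about 50% at 20 µM, limit read from the data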;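 note: plate controls were DMSO wells with enzyme for no effect and wells lacking enzyme for full effect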
# Target sequence (Q9GZU7 76-261 limits assumed): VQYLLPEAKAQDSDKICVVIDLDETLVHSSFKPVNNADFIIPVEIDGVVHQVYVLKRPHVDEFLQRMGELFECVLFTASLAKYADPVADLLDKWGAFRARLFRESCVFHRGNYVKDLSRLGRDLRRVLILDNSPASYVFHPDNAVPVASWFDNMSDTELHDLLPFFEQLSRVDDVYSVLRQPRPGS
#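 Test system: SCP-1 catalytic domain; Buffer or medium: Acidic Tris acetate buffer with magnesium and detergent; Also added: Phosphorylated 17-residue peptide substrate; Compound: single 20 µM dose, 1% DMSO; Schedule: enzyme reaction 45 min at room temperature, colour 5 min, stabilisation 30 min; Signal: Phosphate-binding colour reagent, absorbance read at 630 nm.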
# bovine MsrA act: activators of bovine methionine sulfoxide reductase A; purified bovine MsrA, absorbance read-out; activation, % at 10.6 µM; hit rate 0.3% among 360,000; AID 602163; in the data active = activation above about 7.5%;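 note: 0% = vehicle and 100% = reference activator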
# Tb MetRS inh: Trypanosoma brucei MetRS inhibition. hit rate 0.4% among 360,000. inhibition, % at 11.9 µM. AID 624268. purified T. brucei MetRS, ATP depletion, Kinase-Glo luminescence;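 active = inhibition above a per-plate cutoff of the control wells' mean inhibition plus 3 SD, cut at about 5.5% in these data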;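 note: 0% = DMSO wells median and 100% = median of wells with control inhibitor compound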
#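 Dosing: 11.9 µM compound single dose, 0.9% DMSO; Assay system: purified T. brucei MetRS enzyme; Measured by: Kinase-Glo luciferase luminescence reporting remaining unconsumed ATP; Schedule: 15 min plus 2 h at 25 °C.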
# STEP block: inhibitors of human striatal-enriched phosphatase STEP; P54829; recombinant STEP, OMFP fluorogenic substrate, fluorescence; hit rate 0.25% among 360,000; inhibition, % at 20 µM;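 active = inhibition at 20 µM, scaled per plate between control wells, above about 37%, limit read from the data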;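 note: 0% = DMSO with enzyme and substrate and 100% = substrate only without enzyme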
# Target sequence (P54829 whole entry, looked up): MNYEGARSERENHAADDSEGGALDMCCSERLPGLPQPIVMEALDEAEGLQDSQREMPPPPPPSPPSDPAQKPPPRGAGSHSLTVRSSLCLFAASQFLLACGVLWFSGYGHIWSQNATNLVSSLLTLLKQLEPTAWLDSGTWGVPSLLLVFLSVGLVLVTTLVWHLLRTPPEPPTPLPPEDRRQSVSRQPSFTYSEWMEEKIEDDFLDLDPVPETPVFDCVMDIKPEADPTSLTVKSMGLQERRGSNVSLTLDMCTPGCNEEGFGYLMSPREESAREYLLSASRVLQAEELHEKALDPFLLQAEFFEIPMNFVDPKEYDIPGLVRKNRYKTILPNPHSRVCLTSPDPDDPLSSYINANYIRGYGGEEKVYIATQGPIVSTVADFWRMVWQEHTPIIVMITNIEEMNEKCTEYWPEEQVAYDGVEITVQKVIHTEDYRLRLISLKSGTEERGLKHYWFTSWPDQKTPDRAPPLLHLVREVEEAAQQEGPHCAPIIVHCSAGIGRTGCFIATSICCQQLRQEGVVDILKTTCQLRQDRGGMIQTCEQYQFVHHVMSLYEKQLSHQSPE
#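 Assay system: isolated STEP enzyme. Buffer or medium: pH 6.0 Bis-Tris with DTT and Tween 20. Also added: fluorogenic phosphatase substrate OMFP at 25 µM final. Dosing: 20 µM, 1% DMSO. Timing: 20 min reaction, room temperature, in the dark. Measured by: fluorescence intensity, excitation 480 nm, emission 540 nm. Evaluation: normalized % inhibition.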
# Numbers without * were called inactive; / = not tested or not shown.
no.	smiles	MsrA inh	NRP1-CendR mod	LMPTP inh	eLon inh	bovine MsrA act
1	O=C(NCc1ccc2c(c1)OCO2)C12CN(Cc3ccccc3)CC1C(c1cccc([N+](=O)[O-])c1)=NO2 (centres undefined)	0.5	13	2.2	-3	-2
2	O=C(c1ccco1)N1CCN(C(=O)c2ccc(Cn3cc(Br)cn3)o2)CC1	0.3	-2	-0.3	0	1
3	O=C(Nc1cccc(S(=O)(=O)N2CCCC2)c1)c1cccnc1	-0.5	8	1.6	3	-4
4	N=c1c2c(n(Cc3ccc(Br)cc3)c3c1CCC3)CCCC2	0.2	3	-0.1	-9	-2
5	O=S(=O)(Nc1ccc(Cl)cc1)c1ccc(N2CCOCC2)c(NC(=S)NCCN2CCOCC2)c1	-0.2	14	0.5	5	-13
6	CC1(C)CC(=O)C/C(=N\NC(=O)C2CC23CCC3)C1 (centres undefined)	0.2	-2	-0.1	1	0
7	Cc1ccc2c(CN3CCC(C(N)=O)CC3)cc(=O)oc2c1C	2.9	7	-0.8	-11	-3
8	Cc1noc(NS(=O)(=O)c2ccc(NC(=O)c3cnc4n(c3=O)CCS4)cc2)c1C	6.9*	-15	-1.7	-4	-5

no.	Scp-1 inhibitor	DNMT1 inh	Tb MetRS inh	STEP block	SUMO1-SIM PPI
1	6	-14	0.0	1	-8
2	-15	0	-0.1	1	6
3	-5	-5	-0.2	-2	1
4	12	2	-0.1	-4	2
5	15	8	-1.6	92*	0
6	-9	-5	-0.7	0	-1
7	-6	1	-0.1	3	-2
8	11	0	0.1	2	2

# Carrying on:
no.	smiles	MsrA inh	NRP1-CendR mod	LMPTP inh	eLon inh	bovine MsrA act
9	CC(=O)Nc1ccc(NC(=O)C(Cc2ccccc2)NC(=O)C2CCCCC2)cc1 (centres undefined)	-0.5	-6	0.0	-5	0
10	O=C(NCCCN1CCOCC1)C(=O)NCC1OCCN1S(=O)(=O)c1ccc(Cl)cc1 (centres undefined)	0.3	0	-4.7	10	-7
11	Cc1cc(NC(=O)CN2C(=O)/C(=C/c3ccccc3F)SC2=S)no1	0.3	1	0.7	-14	-2
12	CCOc1ccc(Oc2ccc(S(=O)(=O)N3CCOCC3)cc2N)cc1	1.2	-11	0.5	-2	-4
13	Cc1ccccc1-c1nn(-c2ccc(F)cc2F)cc1CNCCCO	-0.9	7	-0.1	-1	-8
14	CCCC(=O)N(c1ccc(F)cc1)C1C=CS(=O)(=O)C1 (centres undefined)	0.3	0	-0.2	5	-3
15	Cc1ccc([C@H]2N[C@]3(CCCN(Cc4ccc(Br)cc4)C3=O)[C@H]3C(=O)N(Cc4ccccc4)C(=O)[C@@H]23)cc1	0.1	-19	3.3	-7	0
16	CCOC(=O)c1c(C)[nH]c(C(=O)OC/C(O)=C(\C#N)c2nc3ccccc3[nH]2)c1C	/	-40	2.3	-17	-5

no.	Scp-1 inhibitor	DNMT1 inh	Tb MetRS inh	STEP block	SUMO1-SIM PPI
9	-8	1	0.4	1	-2
10	/	1	-0.4	-1	-4
11	-1	2	0.1	3	-7
12	-8	-1	0.0	-1	0
13	-3	1	-1.1	0	-2
14	0	2	-1.0	-1	0
15	/	-12	-0.7	2	6
16	1	3	-0.1	-5	11

# Full records, quoted from the list. Order of screens: MsrA inh | NRP1-CendR mod | LMPTP inh | eLon inh | bovine MsrA act | Scp-1 inhibitor | DNMT1 inh | Tb MetRS inh | STEP block | SUMO1-SIM PPI
# Results for N=c1c2c(n(Cc3ccc(Br)cc3)c3c1CCC3)CCCC2 → 0.2 | 3 | -0.1 | -9 | -2 | 12 | 2 | -0.1 | -4 | 2
# Results for Cc1noc(NS(=O)(=O)c2ccc(NC(=O)c3cnc4n(c3=O)CCS4)cc2)c1C → 6.9* | -15 | -1.7 | -4 | -5 | 11 | 0 | 0.1 | 2 | 2
# Results for CCOc1ccc(Oc2ccc(S(=O)(=O)N3CCOCC3)cc2N)cc1 → 1.2 | -11 | 0.5 | -2 | -4 | -8 | -1 | 0.0 | -1 | 0
# Results for O=C(NCc1ccc2c(c1)OCO2)C12CN(Cc3ccccc3)CC1C(c1cccc([N+](=O)[O-])c1)=NO2 (centres undefined) → 0.5 | 13 | 2.2 | -3 | -2 | 6 | -14 | 0.0 | 1 | -8

# New compounds follow.
no.	smiles	MsrA inh	NRP1-CendR mod	LMPTP inh	eLon inh	bovine MsrA act
17	CCc1ccc(C(=O)COC(=O)c2cncc(Br)c2)cc1	0.6	2	2.0	-7	-1
18	CC(C)CN(C(=O)COC(=O)CCc1c[nH]c2ccccc12)c1c(N)n(Cc2ccccc2)c(=O)[nH]c1=O	0.5	6	-0.5	-21	-3
19	COc1ccc(CCN2C(=NC(=O)C(C)C)SC3CS(=O)(=O)CC32)cc1OC (centres undefined)	0.6	5	-2.3	3	1
20	Cc1ccc(S(=O)(=O)NCCC(=O)Nc2nnc(C)s2)cc1	0.4	4	-1.2	0	0
21	C[C@H]1CN([C@@H](C)CO)C(=O)CCCn2cc(nn2)CO[C@@H]1CN(C)C(=O)Nc1cccc(Oc2ccccn2)c1	0.7	-4	-2.0	2	-8
22	O=C(NCCC1=CCCCC1)c1cnsn1	0.5	-1	0.2	-6	-2
23	C#CCSc1nnnn1-c1ccc(Br)c(C)c1	0.1	3	1.1	5	-1
24	N#Cc1ccc(C(=O)OCC(=O)Nc2ccc(S(N)(=O)=O)cc2)cc1	-0.3	-10	0.4	8	1

no.	Scp-1 inhibitor	DNMT1 inh	Tb MetRS inh	STEP block	SUMO1-SIM PPI
17	-11	6	1.6	1	-1
18	-7	-6	-0.4	7	4
19	-7	2	0.2	-2	0
20	0	1	-1.2	-5	-3
21	/	5	-1.5	-3	1
22	-5	0	-0.1	2	4
23	4	0	0.3	-1	-3
24	-10	-2	-0.1	0	-2

# Entries listed so far with an NH in an aromatic ring:
no.	smiles	MsrA inh	NRP1-CendR mod	LMPTP inh	eLon inh	bovine MsrA act
16	CCOC(=O)c1c(C)[nH]c(C(=O)OC/C(O)=C(\C#N)c2nc3ccccc3[nH]2)c1C	/	-40	2.3	-17	-5
18	CC(C)CN(C(=O)COC(=O)CCc1c[nH]c2ccccc12)c1c(N)n(Cc2ccccc2)c(=O)[nH]c1=O	0.5	6	-0.5	-21	-3

no.	Scp-1 inhibitor	DNMT1 inh	Tb MetRS inh	STEP block	SUMO1-SIM PPI
16	1	3	-0.1	-5	11
18	-7	-6	-0.4	7	4

# Fetched one by one from above, two records:
no.	smiles	MsrA inh	NRP1-CendR mod	LMPTP inh	eLon inh	bovine MsrA act
17	CCc1ccc(C(=O)COC(=O)c2cncc(Br)c2)cc1	0.6	2	2.0	-7	-1
20	Cc1ccc(S(=O)(=O)NCCC(=O)Nc2nnc(C)s2)cc1	0.4	4	-1.2	0	0

no.	Scp-1 inhibitor	DNMT1 inh	Tb MetRS inh	STEP block	SUMO1-SIM PPI
17	-11	6	1.6	1	-1
20	0	1	-1.2	-5	-3

# New compounds follow
no.	smiles	MsrA inh	NRP1-CendR mod	LMPTP inh	eLon inh	bovine MsrA act
25	Cc1ccc(S(=O)(=O)Nc2ccc(-c3csc(-c4ccccc4)n3)cc2)cc1	1.4	-6	5.4	-2	-6
26	COc1ccc(S(=O)(=O)N2CCOCC2)cc1NC(=O)C1CC1	0.4	17	-0.2	1	-3
27	CCOC(=O)CN(Cc1sccc1C)C(=O)Nc1ccc(OCC)cc1	-1.7	-14	-0.8	-9	0
28	COc1cccc(/C=C/C(=O)OCCN2C(=O)c3ccccc3C2=O)c1	1.0	-2	1.4	-12	0
29	C=CC[C@H](CC(=O)NCCO)C(=O)N[C@H](COC(=O)[C@H](CC=C)CC(=O)OC(C)(C)C)Cc1c[nH]c2ccccc12	-0.7	-5	-0.2	-8	2
30	Cc1ccc2nc(-c3ccccn3)cc(C(=O)Nc3ccc4c(c3)OCO4)c2c1	-0.8	-5	4.3	5	-4
31	CCCCn1c(N)c(N(CCOC)C(=O)c2ccc(-c3ccc(C(C)=O)cc3)o2)c(=O)[nH]c1=O	4.5	-9	0.5	-13	-3
32	O=C(Nc1ccc(-c2nc3ccccc3[nH]2)cc1)C1CCCO1 (centres undefined)	0.9	10	2.1	-2	-2

no.	Scp-1 inhibitor	DNMT1 inh	Tb MetRS inh	STEP block	SUMO1-SIM PPI
25	-13	-25	-1.1	-2	-2
26	-4	4	-0.3	0	-5
27	-11	-2	-1.0	-2	-5
28	-16	1	-0.5	0	-20
29	-11	3	-1.4	-1	-2
30	5	-5	-1.3	2	0
31	1	0	-0.3	1	-19
32	-5	5	-5.6	-2	-1

# (listing goes on)
no.	smiles	MsrA inh	NRP1-CendR mod	LMPTP inh	eLon inh	bovine MsrA act
33	O=C(O)c1ccccc1C(=O)NNc1ccc(F)cc1F	0.5	7	-1.3	13	-5
34	Cc1ccc(S(=O)(=O)N2Cc3ccccc3CC2C(N)=O)cc1 (centres undefined)	-0.2	4	-1.7	-3	-1
35	COCCn1c(SCC(=O)Nc2ccc(NC(C)=O)cc2)nc2c([nH]c3ccccc32)c1=O	0.9	-1	-0.7	-11	-3
36	CCn1cc(/C=C(\NC(=O)c2ccccc2Cl)C(=O)NCCN2CCOCC2)c2ccccc21	2.8	5	-1.0	-1	-6
37	CN(Cc1ccc(Cl)c(Cl)c1)C(=O)C1=CC=CN2CCS(=O)(=O)N=C12	1.4	3	-0.4	-7	-1
38	COc1ccc(-c2ccc3[nH]c4c(c3c2)CCN2C[C@@H]([C@H](C)O)[C@@H](N(C)C(=O)Nc3cc(Cl)cc(Cl)c3)C[C@@H]42)cc1	0.7	-22	1.8	-7	1
39	COc1ccc(NC(=O)CN(Cc2ccccc2)S(C)(=O)=O)c(OC)c1	-0.3	-12	0.1	-1	-5
40	CCOc1cc(C(=S)N2CCC(O)CC2)ccc1OS(=O)(=O)c1ccc(Br)cc1	0.2	-5	0.5	-8	-1
41	N#Cc1ccc(OCC(=O)NCCCn2ccnc2)cc1	-0.2	-4	-6.1	8	-2
42	COCCNC(=S)N/N=C(\C)c1ccc(O)cc1	1.6	1	-1.4	8	-2
43	CCCN(C(=O)CSc1nnc(-c2ccncc2)n1CCC)c1c(N)n(Cc2ccccc2)c(=O)[nH]c1=O	0.8	-4	-1.1	-3	-1

no.	Scp-1 inhibitor	DNMT1 inh	Tb MetRS inh	STEP block	SUMO1-SIM PPI
33	4	1	-0.4	-3	-4
34	/	-2	-0.2	0	8
35	5	8	-0.3	1	3
36	-3	1	-0.6	-3	-4
37	17	7	-0.1	-2	3
38	/	-24	1.9	2	-21
39	0	0	-1.0	-10	0
40	-10	-4	-1.6	-2	-4
41	-10	0	-0.2	-1	-2
42	-8	2	0.2	0	-4
43	/	1	-0.1	-1	-2
